ATXN viability – reduces viability in counter-screen for ATXN expression inhibitors; Potency, µM (top dose mostly 56.7 µM), usual class: cytotoxic; hit rate 0.49% among 400,000; S2 cells (HEK-293 line with an ATXN2-luciferase reporter) viability, CellTiter-Fluor protease fluorescence, 24 h; also: nearly all actives have a fitted effect of over 40% in size
ATXN2 expr inh – inhibitors of ATXN2 expression. hit rate 0.72% among 360,000. AID 1745845. HEK-293 ATXN2-luciferase reporter, luminescence, 24 h. Potency, µM (highest dose often 57 µM), for inactives: top-dose activity change, negative = inhibition, hits mostly inhibitors; also: % is scaled to controls: 0 for no effect and ±100 for the full control effect; nearly all actives have a fitted effect of over 55% in size
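qHTS (up to 57 uM final) was run with 24 h compound exposure of reporter cells at 37 °C. Each well was multiplexed: SteadyGlo luminescence measured ATXN2-luciferase expression after a fluorogenic Gly-Phe-AFC viability readout (25 uM final).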
MCF10A rerep – DNA re-replication induction in MCF 10a cells | MCF 10A DNA re-replication, Hoechst nuclear intensity, 48 h | Potency, µM (titrated, usually from 46.1 µM), inactives show at the top dose activity, positive = re-replication, most hits filed as activators | hit rate 2.9% among 350,000 | AID 624296; also: % of control where 0% means no effect; nearly all actives have a fitted effect of over 50% in size
SW480 rerep – induces DNA re-replication in SW480 colon adenocarcinoma cells | SW480 DNA re-replication, Hoechst DNA content imaging, 48 h | Potency, µM (series often up to 46.1 µM), inactives show at the top dose re-replication activation, hits mostly activators | hit rate 1.8% among 340,000; also: % of control where 0% means no effect; nearly all actives have a fitted effect of over 55% in size
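Per well, 250 cells were exposed to pinned compound for 48 hr. Nuclear DNA was visualised with Hoechst (40 min, 37 C) and total object intensity recorded by fluorescence scanning.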
Active calls of the source: *; i = inactive; u = inconclusive; x = no result given; & = joins results of further samples; ! = not active in a repeat; [ ] = another dose, or the depositor's remark. Calls follow the shape of the dose curve; as a rule, active = well fitted curve in the direction sought with a large enough effect; inconclusive = small, poorly fitted or top-dose-only effect, or another doubt; inactive = no such curve, though single readings can be large; an effect the other way counts as inactive or inconclusive. Potency is read from the fitted curve at half-maximal effect.

nr	structure	ATXN viability	ATXN2 expr inh
1	CN(C)CCO[C@](C)(c1ccccc1)c1ccccn1	i	x
2	C[C@@H]1[C@H](C)CC[C@@]2(C(=O)O[C@H]3O[C@@H](CO[C@H]4O[C@@H](CO)[C@@H](O[C@H]5O[C@@H](C)[C@@H](O)[C@@H](O)[C@@H]5O)[C@@H](O)[C@@H]4O)[C@@H](O)[C@@H](O)[C@@H]3O)CC[C@]3(C)C(=CC[C@H]4[C@@]5(C)C[C@@H](O)[C@@H](O)[C@](C)(CO)[C@@H]5CC[C@@]43C)[C@@H]12	i	x
3	C[C@@H](Cc1cccc(C(F)(F)F)c1)NCCOC(=O)c1ccccc1	i	x
4	CC1(C)OC2CC(=O)OC[C@@]23C1CC(=O)[C@]1(C)C3CC[C@@]2(C)C(c3ccoc3)OC(=O)C3O[C@@]321 (some centres not stated)	x	x
5	O=C(OC1C[C@@H]2CC3C[C@H](C1)N2CC3=O)c1c[nH]c2ccccc12 (some centres not stated)	x	x
6	CC[C@@]12CCCN3CCc4c(n(c5ccccc45)[C@](O)(C(=O)OC)C1)C32 (some centres not stated)	x	x
7	CCCN(CCC)C(=O)[C@@H](CCC(=O)O)NC(=O)c1ccccc1	x	x
8	CCn1cc(C(=O)O)c(=O)c2cc(F)c(N3CCN[C@@H](C)C3)c(F)c21	x	x

nr	MCF10A rerep	SW480 rerep
1	x	x
2	x	x
3	x	x
4	1%	1%
5	3%	1%
6	4%	1%
7	-8%	-1%
8	6%	-1%

(more compounds)
nr	structure	ATXN viability	ATXN2 expr inh
9	Cc1cn([C@H]2C[C@H](O)[C@@H](CO)O2)c(=O)[nH]c1=O	x	x
10	CCN(CCCCOC(=O)c1ccc(OC)c(OC)c1)[C@@H](C)Cc1ccc(OC)cc1	x	x
11	C[C@H]1C[C@@H]2[C@H]3CCC4=CC(=O)C=C[C@@]4(C)[C@@]3(Cl)[C@@H](O)C[C@]2(C)[C@]1(OC(=O)c1ccco1)C(=O)CCl	x	x
12	O=C(O)[C@@H]1[C@@H]2C[C@H]3c4[nH]c5ccccc5c4CCN3C[C@@H]2CC[C@@H]1O	x	x
13	OCCOCCOCCO	x	x
14	CC1(C)Oc2ccc(C#N)cc2[C@H](N2CCCC2=O)[C@H]1O	x	x
15	COc1c(O)cc2c(c1O)[C@@H]1O[C@@H](CO)[C@@H](O)[C@@H](O)[C@@H]1OC2=O	x	x
16	CCCC(=O)O[C@]1(C(=O)CCl)[C@H](C)C[C@@H]2[C@H]3CCC4=CC(=O)C=C[C@]4(C)[C@@]3(F)C(=O)C[C@@]21C	x	x

nr	MCF10A rerep	SW480 rerep
9	6%	3%
10	1%[20.6 µM]	-2%[20.6 µM]
11	3%[20.6 µM]	-1%[20.6 µM]
12	1%[20.6 µM]	2%[20.6 µM]
13	-2%	6%
14	14%	2%
15	3%[20.6 µM]	2%[20.6 µM]
16	-4%	7%

(further entries)
nr	structure	ATXN viability	ATXN2 expr inh
17	COc1cc2nccc(Oc3ccc(NC(=O)Nc4cc(C)on4)c(Cl)c3)c2cc1OC	x	u
18	Cn1cnc2c(F)c(Nc3ccc(Br)cc3F)c(C(=O)NOCCO)cc21	x	14%
19	O=C(c1ccc(C=Cc2n[nH]c3ccccc23)cc1)N1CCNCC1	x	u
20	CCc1cc(-c2n[nH]c(C)c2-c2ccc3c(c2)OCCO3)c(O)cc1O	x	6.1µM*
21	O=C(Nc1ccc(Oc2ccnc3[nH]ccc23)c(F)c1)c1cccn(-c2ccc(F)cc2)c1=O	x	-19%
22	Cc1cccc(Nc2nc(N[C@@H]3CCCC[C@H]3N)ncc2C(N)=O)c1	x	u
23	COc1ccc2cc(-c3nc(-c4ccc(S(C)=O)cc4)[nH]c3-c3ccncc3)ccc2c1 (configuration not stated)	x	-17%
24	O=C(NC1CCNCC1)c1[nH]ncc1NC(=O)c1c(Cl)cccc1Cl	x	0.39µM*

nr	MCF10A rerep	SW480 rerep
17	x	x
18	x	x
19	x	x
20	x	x
21	x	x
22	x	x
23	x	x
24	x	x

Continued.
nr	structure	ATXN viability	ATXN2 expr inh
25	NC(=O)c1ccc(-c2nc(-c3ccc4c(c3)OCO4)c(-c3ccccn3)[nH]2)cc1	x	-8%
26	Cc1ccc(C(=O)N(CCCN)[C@@H](c2oc3cc(Cl)ccc3c(=O)c2Cc2ccccc2)C(C)C)cc1	x	u
27	O=C(c1ccc(F)c(F)c1Nc1ccc(I)cc1F)N1CC(O)([C@H]2CCCCN2)C1	x	u
28	COc1cc2ncnc(Nc3ccc(F)c(Cl)c3)c2cc1NC(=O)C=CCN1CCCCC1	x	31µM*
29	N#CNC(=NCCCCCCOc1ccc(Cl)cc1)Nc1ccncc1	x	u
30	Cc1nc(Nc2n[nH]c3c2CN(C(=O)N[C@H](CN(C)C)c2ccccc2)C3(C)C)c2sccc2n1	x	17µM*
31	Cc1cc(-c2ncc(CC(=O)Nc3ccc(-c4cnccn4)cn3)cc2C)ccn1	x	-18%
32	Cc1cnc(NC(=O)Nc2cc(Br)c(C)cc2OC[C@@H]2CNCCO2)cn1	x	1.2µM*

nr	MCF10A rerep	SW480 rerep
25	x	x
26	x	x
27	x	x
28	x	x
29	x	x
30	x	x
31	x	x
32	x	x

(continued)
nr	structure	ATXN viability	ATXN2 expr inh
33	O=C(Nc1cccc(C(F)(F)F)c1)Nc1cc(S(=O)(=O)NC2CC2)ccc1-c1ccsc1	x	u
34	O=C(O)CCNc1cc(N2CCc3ccccc3CC2)nc(-c2ccccn2)n1	x	-21%
35	CO[C@@H](C(=O)N1Cc2[nH]nc(NC(=O)c3ccc(N4CCN(C)CC4)cc3)c2C1)c1ccccc1	x	27µM*
36	CCS(=O)(=O)Nc1ccc2[nH]c(O)c(C(=Nc3ccc(CN4CCCCC4)cc3)c3ccccc3)c2c1	x	7.7µM*
37	Cc1cc(CN2CCN(c3c(Br)cnc4nc(-c5ccc(N6CCN(C)CC6)cc5)[nH]c34)CC2)no1	x	u
38	NC(=O)c1c(OCc2c(F)cc(Br)cc2F)nsc1NC(=O)NCCCCN1CCCC1	x	31µM*
39	c1ccc2c(Oc3nc(Nc4ccc(N5CCOCC5)cc4)c4ncn(C5CCCCC5)c4n3)cccc2c1	x	-16%
40	O=c1[nH]c(-c2ccc(C(F)(F)F)cc2)nc2c1CSCC2	x	13%

nr	MCF10A rerep	SW480 rerep
33	x	x
34	x	x
35	x	x
36	x	x
37	x	x
38	x	x
39	x	x
40	x	x

Reformatted: entries from further up.
34) O=C(O)CCNc1cc(N2CCc3ccccc3CC2)nc(-c2ccccn2)n1
35) CO[C@@H](C(=O)N1Cc2[nH]nc(NC(=O)c3ccc(N4CCN(C)CC4)cc3)c2C1)c1ccccc1

Assay by compound	34	35
ATXN viability	x	x
ATXN2 expr inh	-21%	27µM*
MCF10A rerep	x	x
SW480 rerep	x	x

Next structures follow.
nr	structure	ATXN viability	ATXN2 expr inh
41	N#CC(c1ccnc(NCCc2cccnc2)n1)c1nc2ccccc2s1 (configuration not stated)	x	u
42	COc1ccc(-c2ccc3c(N4CCOC[C@H]4C)nc(N4CCOC[C@H]4C)nc3n2)cc1CO	x	u
43	COc1ccc(F)c(F)c1C(=O)c1cnc(NC2CCN(S(C)(=O)=O)CC2)nc1N	x	2.7µM*
44	CS(=O)(=O)N1CCc2c(-c3cnc(N)nc3)nc(N3CCOCC3)nc21	x	u
45	CCOc1ccc(Nc2nc(-c3c(C)nc4ccccn34)cs2)cc1	x	-9%
46	CC(=O)O[C@@]12CO[C@H]1C[C@H](O)[C@@]1(C)C(=O)[C@H](O)C3=C(C)[C@@H](OC(=O)C(O)[C@@H](NC(=O)OC(C)(C)C)c4ccccc4)C[C@@](O)([C@@H](OC(=O)c4ccccc4)[C@@H]21)C3(C)C (some centres not stated)	x	u
47	O=C(CN1C(=O)C2(CCCC2)NC[C@H]1c1cc(F)cc(F)c1)Nc1ccc2c(c1)C[C@@]1(C2)C(=O)Nc2ncccc21	x	-1%
48	Cc1ccccc1C(C(=O)NC1CCCCC1)N(C(=O)Cn1ccnc1C)c1cccc(F)c1 (configuration not stated)	x	19%

nr	MCF10A rerep	SW480 rerep
41	x	x
42	x	x
43	x	x
44	x	x
45	x	x
46	x	x
47	x	x
48	x	x

The list goes on.
nr	structure	ATXN viability	ATXN2 expr inh
49	CNC(=O)c1ccc(C)c(-n2c(C)cc(OCc3ccc(F)cc3F)c(Br)c2=O)c1	x	1%
50	CON=C(C(=O)N[C@@H]1C(=O)N2C(C(=O)O)=C(Cn3ccc(=N)n3CCO)CS[C@H]12)c1csc(N)n1	x	2%
51	COc1cc(Nc2ncc(F)c(Nc3ccc4c(n3)N(COP(=O)(O)O)C(=O)C(C)(C)O4)n2)cc(OC)c1OC	x	u
52	C[C@@H]1CCO[C@H]2Cn3cc(C(=O)NCc4ccc(F)cc4F)c(=O)c(O)c3C(=O)N12	x	19%
53	COc1cc2c(cc1OC)CN(CCc1ccc(NC(=O)c3cccc4c(=O)c5cccc(OC)c5[nH]c34)cc1)CC2	x	9%
54	CN(C)c1nc(Cc2ccc(NC(=O)c3ccc4ccccc4c3)cc2)nc(Cl)c1CC(=O)O	x	-1%
55	C[C@H](CCC(=O)O)[C@H]1CC[C@H]2[C@@H]3[C@H](O)C[C@@H]4C[C@H](O)CC[C@]4(C)[C@@H]3CC[C@]12C	x	7%
56	COc1cccc2c(NCc3ccccc3)nc(-n3c(N)nc4ccccc43)nc12	x	27µM*

nr	MCF10A rerep	SW480 rerep
49	x	x
50	x	x
51	x	x
52	x	x
53	x	x
54	x	x
55	x	x
56	x	x

Other compounds
nr	structure	ATXN viability	ATXN2 expr inh
57	Cc1ccc(-n2nc(C(C)(C)C)cc2NC(=O)Nc2ccc(OCCN3CCOCC3)c3ccccc23)cc1	i	17%&33%
58	C[C@@H]1C[C@H]2[C@@H]3C[C@H](F)C4=CC(=O)C(Cl)=C[C@]4(C)[C@@]3(F)[C@@H](O)C[C@]2(C)[C@@]1(O)C(=O)CO	i	-10%
59	CCCc1ncc(C(=O)O)s1	i	13%
60	CC(C)(C)CC(=O)OCC(=O)[C@@]1(O)CC[C@H]2[C@@H]3CCC4=CC(=O)C=C[C@]4(C)[C@H]3[C@@H](O)C[C@@]21C	u	-14%
61	C[C@@H]1CC(=O)NN=C1c1ccc(NN=C(C#N)C#N)cc1	25µM*	27µM*!
62	CCCC(=O)Nc1ccc(O)c(C(C)=O)c1	i	8%
63	COC(=O)Nc1nc2ccc(S(=O)c3ccccc3)cc2[nH]1 (configuration not stated)	u	-12%&-7%
64	CCC(C)n1ncn(-c2ccc(N3CCN(c4ccc(OC[C@H]5CO[C@](Cn6cncn6)(c6ccc(Cl)cc6Cl)O5)cc4)CC3)cc2)c1=O (some centres not stated)	i	u

nr	MCF10A rerep	SW480 rerep
57	x	x
58	x	x
59	x	x
60	x	x
61	x	x
62	x	x
63	x	x
64	x	x

By substructure: the entries above containing a Cl atom.
nr	structure	ATXN viability	ATXN2 expr inh
11	C[C@H]1C[C@@H]2[C@H]3CCC4=CC(=O)C=C[C@@]4(C)[C@@]3(Cl)[C@@H](O)C[C@]2(C)[C@]1(OC(=O)c1ccco1)C(=O)CCl	x	x
16	CCCC(=O)O[C@]1(C(=O)CCl)[C@H](C)C[C@@H]2[C@H]3CCC4=CC(=O)C=C[C@]4(C)[C@@]3(F)C(=O)C[C@@]21C	x	x
17	COc1cc2nccc(Oc3ccc(NC(=O)Nc4cc(C)on4)c(Cl)c3)c2cc1OC	x	u
24	O=C(NC1CCNCC1)c1[nH]ncc1NC(=O)c1c(Cl)cccc1Cl	x	0.39µM*
26	Cc1ccc(C(=O)N(CCCN)[C@@H](c2oc3cc(Cl)ccc3c(=O)c2Cc2ccccc2)C(C)C)cc1	x	u
28	COc1cc2ncnc(Nc3ccc(F)c(Cl)c3)c2cc1NC(=O)C=CCN1CCCCC1	x	31µM*
29	N#CNC(=NCCCCCCOc1ccc(Cl)cc1)Nc1ccncc1	x	u
54	CN(C)c1nc(Cc2ccc(NC(=O)c3ccc4ccccc4c3)cc2)nc(Cl)c1CC(=O)O	x	-1%
58	C[C@@H]1C[C@H]2[C@@H]3C[C@H](F)C4=CC(=O)C(Cl)=C[C@]4(C)[C@@]3(F)[C@@H](O)C[C@]2(C)[C@@]1(O)C(=O)CO	i	-10%
64	CCC(C)n1ncn(-c2ccc(N3CCN(c4ccc(OC[C@H]5CO[C@](Cn6cncn6)(c6ccc(Cl)cc6Cl)O5)cc4)CC3)cc2)c1=O (some centres not stated)	i	u

nr	MCF10A rerep	SW480 rerep
11	3%[20.6 µM]	-1%[20.6 µM]
16	-4%	7%
17	x	x
24	x	x
26	x	x
28	x	x
29	x	x
54	x	x
58	x	x
64	x	x

Some of the compounds tested, so the mix of outcomes need not match the whole.
